CXCR6 block: CXCR6 (human) receptor inhibition. O00574. inhibition, % at 20 µM. actives 0.36% (n = 360,000). AID 602244. CHO-K1 PathHunter CXCR6 beta-arrestin, luminescence; in the data active = inhibition above about 34%, passing the limit was not always enough;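 note: antagonist mode with CXCL16 agonist at 10 nM final; 0% = 10 nM CXCL16 with DMSO and 100% = unstimulated wells without agonist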
Target sequence (O00574 whole entry, looked up): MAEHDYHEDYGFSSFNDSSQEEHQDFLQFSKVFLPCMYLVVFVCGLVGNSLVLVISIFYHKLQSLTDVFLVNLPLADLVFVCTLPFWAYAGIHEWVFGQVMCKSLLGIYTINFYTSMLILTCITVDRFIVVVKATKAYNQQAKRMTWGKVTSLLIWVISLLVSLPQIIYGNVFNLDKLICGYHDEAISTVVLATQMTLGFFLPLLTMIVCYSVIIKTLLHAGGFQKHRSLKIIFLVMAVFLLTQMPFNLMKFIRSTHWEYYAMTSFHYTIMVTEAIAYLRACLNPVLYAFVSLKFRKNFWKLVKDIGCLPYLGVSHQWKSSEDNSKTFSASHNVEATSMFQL
697 NFkB inh: inhibitors of the PMA/ionomycin-induced NF-kB reporter in 697 B cells. 697 B-cell NF-kB luciferase reporter, 16 h. AID 435022. actives 0.33% (n = 330,000). inhibition, % at 4 µM; in the data active = inhibition above about 35%
APJ antagonist: antagonists of human APJ apelin receptor. actives 0.32% (n = 330,000). inhibition, % at 20 µM. CHO-K1 APJ beta-arrestin complementation, luminescence. AID 2521;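 active = inhibition above about 40% at 20 µM, limit read from the data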;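 note: cells challenged with 10 nM apelin-13 agonist together with compound; plate controls were apelin-13 plus DMSO wells for no effect and DMSO wells lacking apelin-13 for full effect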
CCR6 antagonist: blocks CCL20-driven beta-arrestin recruitment at human CCR6. P51684. CHO-K1 CCR6 PathHunter beta-arrestin, luminescence, CCL20-stimulated. inhibition, % at 20 µM. actives 0.49% (n = 340,000);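 active = compounds whose inhibition of the agonist-driven luminescence signal at 20 µM reaches about 50%, limit read from the data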;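 note: cells stimulated with CCL20 at 14 nM final; plate controls were DMSO with CCL20 for no effect and DMSO without agonist for full effect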
Gli-Sufu block: blocks Gli-Sufu signaling in a luciferase reporter; Sufu-KO-LIGHT fibroblasts, Gli luciferase reporter luminescence; inhibition, % at 5 µM; actives 0.74% (n = 340,000); AID 588413;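 active = inhibition above about 55%, limit read from the data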;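 note: 0% = DMSO-treated cells and 100% = wells with medium but no cells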
Jurkat NFkB inh: lowers PMA/ionomycin-induced NF-kB signal in Jurkat cells | PMA/ionomycin-induced NF-kB luciferase reporter, luminescence | inhibition, % at 4 µM | actives 0.53% (n = 330,000); in the data active = inhibition above about 50%
UBC13 polyUb: blocks human UBC13 polyubiquitin chain formation; P61088; TR-FRET; inhibition, % at 20 µM; actives 0.47% (n = 330,000); in the data active = inhibition above about 45%, passing the limit was not always enough; inconclusive = no clear call, values can overlap the other calls
Target sequence (P61088 whole entry, looked up): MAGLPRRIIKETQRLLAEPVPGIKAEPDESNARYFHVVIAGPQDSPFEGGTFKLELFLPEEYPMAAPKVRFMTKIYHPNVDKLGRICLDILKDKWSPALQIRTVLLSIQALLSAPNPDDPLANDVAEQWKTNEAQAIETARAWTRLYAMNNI
EBI2 block: blocks human EBI2 receptor beta-arrestin signaling. P32249. AID 651636. EBI2 beta-arrestin recruitment, luminescence, 7a,25-OHC stimulated. inhibition, % at 5 µM. actives 0.81% (n = 360,000); in the data active = inhibition above about 38%;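 note: enzyme fragment complementation signal reports receptor beta-arrestin coupling in cells; 0% = agonist plus DMSO wells and 100% = wells without agonist; some results beyond the cut were filed as inactive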
Target sequence (P32249 whole entry, looked up, the tested form may be a part): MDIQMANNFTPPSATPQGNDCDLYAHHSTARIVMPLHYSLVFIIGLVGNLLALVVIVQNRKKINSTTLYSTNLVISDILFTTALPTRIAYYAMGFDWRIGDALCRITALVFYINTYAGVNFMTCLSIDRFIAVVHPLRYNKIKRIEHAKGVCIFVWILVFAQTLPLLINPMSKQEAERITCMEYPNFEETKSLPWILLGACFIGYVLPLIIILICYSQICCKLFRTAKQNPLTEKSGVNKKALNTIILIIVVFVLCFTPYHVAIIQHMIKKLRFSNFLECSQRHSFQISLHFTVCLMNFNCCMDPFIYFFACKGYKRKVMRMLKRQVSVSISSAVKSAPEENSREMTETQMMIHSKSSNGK
* hit, by the source's call; u = inconclusive; x = no result given.

mol,CXCR6 block,697 NFkB inh,APJ antagonist,CCR6 antagonist,Gli-Sufu block,Jurkat NFkB inh,UBC13 polyUb,EBI2 block
O=C(c1ccc(C(F)(F)F)cc1)C1CCCN(C(=O)CCN2CCCO2)C1 (stereo unspecified),-6,8,11,10,4,0,6,-4
COc1ccc(S(N)(=O)=O)cc1C(=O)NCCCN1CCN(c2ccc(C)cc2)CC1,-1,5,-11,14,0,-10,1,-9
COc1ccc(OC)c(S(=O)(=O)N2CCC(C(=O)Nc3cccc(C(F)(F)F)c3)CC2)c1,-7,2,-25,18,10,6,7,-1
COC(=O)c1ccc(N2CCOCC2)c(NC(=O)c2ccco2)c1,0,20,11,-11,-5,4,2,-2
CSc1ncccc1C(=O)NC(C)C1CC2CCC1C2 (stereo unspecified),5,8,7,6,-1,-2,7,2
C[C@H]1CN([C@@H](C)CO)C(=O)c2cccc(NC(=O)C3CC3)c2O[C@H]1CN(C)S(=O)(=O)c1ccccc1,-1,-5,3,-4,-2,5,0,6
CC(C)C(=O)Nc1cccc(C(=O)OCC(=O)c2ccc(Cl)cc2Cl)c1,2,-77,49*,36,-2,-29,-19,21
C1CN(c2nc3nonc3n3nnnc23)CCO1,-9,5,-13,15,1,5,4,-2
Cc1ccc(NC(=O)CSc2nn(-c3ccc(Cl)cc3)c(=S)s2)cc1S(=O)(=O)N(C)C,4,-35,13,3,3,-5,-13,25
COc1cccc(CN2CCSCC2)c1,0,4,-1,-8,1,-16,3,-4
CCCCNC(=O)CCn1c(=O)c2ccccc2n(CC(=O)N2CC(C)CC(C)C2)c1=O (stereo unspecified),1,23,11,5,4,14,-4,1
Cc1ccc(-c2nc(NCc3ccco3)n(C(=O)c3ccco3)n2)cc1,-6,-29,-14,11,-57,-49,14,-18
O=C(Nc1ccc2c(c1)C(=O)N(c1ccccc1)C2=O)C1CCCO1 (stereo unspecified),4,-9,6,-6,-2,-9,5,-2
CCOC(=O)c1cc(C(=O)c2cccs2)n2ccc(C(C)=O)cc12,17,-3,-8,18,-2,-4,33,28
C=C1CC(COc2cc(=O)oc3ccccc23)(c2ccccc2)OC1=O (stereo unspecified),89*,x,x,100*,6,x,x,52*
COc1ccccc1NC(=O)CN(c1ccccc1)S(=O)(=O)c1ccccc1,6,-6,14,29,53,-9,3,7
COc1cc(/C=N\NC(=O)c2ccc(-c3ccccc3)cc2)cc(OC)c1O,5,-16,-46,9,7,-10,2,4
N#Cc1c(SCC(=O)O)nc(N2CCOCC2)c2c1CCCC2,4,-3,-10,1,-7,6,u,-5
CCOC(=O)c1c(NC(=O)CCN2CCOCC2)sc(C)c1-c1ccccc1,7,3,-5,9,14,7,4,2
COCCn1c(SCC(=O)N2CC(=O)Nc3ccccc32)nnc1-c1ccoc1C,1,6,7,-2,-6,1,7,-1
O=C1NC[C@@H](Cc2cccc3ccccc23)N(CC2(c3ccccc3)CC2)C1=O,1,21,6,-3,-15,14,-7,1
O=C(CN1CCC(C(=O)c2ccc(F)cc2)CC1)Nc1ccc(F)cc1,1,-7,-1,5,13,18,2,6
COc1ccc(OC)c(/C=C/C(=O)OCC(=O)NCc2ccccc2)c1,-3,-30,-7,6,-2,-17,6,3
O=C(COc1ccccc1)Nc1ccc(Cl)c(-c2nc3ncccc3o2)c1,5,-19,16,5,-13,2,-2,-3
O=C(CSCc1nc2ccccc2[nH]1)Nc1ccc2ccccc2c1,0,14,3,1,31,1,0,5

Marked active in CXCR6 block (from the list above):
Molecule	CXCR6 block	697 NFkB inh	APJ antagonist	CCR6 antagonist	Jurkat NFkB inh	UBC13 polyUb	EBI2 block
C=C1CC(COc2cc(=O)oc3ccccc23)(c2ccccc2)OC1=O (stereo unspecified)	89*	x	x	100*	x	x	52*

Continued.
mol,CXCR6 block,697 NFkB inh,APJ antagonist,CCR6 antagonist,Gli-Sufu block,Jurkat NFkB inh,UBC13 polyUb,EBI2 block
COc1cc(NC(=O)CN2C(=O)COc3ccc(S(=O)(=O)N4CCCCC4)cc32)cc(OC)c1,9,-18,-6,2,-17,4,4,6
Clc1ccc(-c2nnc(CNC3CC3)o2)cc1,-10,3,5,9,-6,7,7,1
Cc1ccc(C)n1NC(=O)c1cccs1,4,5,2,-14,7,-11,-7,-17
C=CCNC(=S)NNc1nc(N2CCCC2)nc(N2CCCC2)n1,-2,9,4,-4,0,-5,2,8
Cc1ccccc1NS(=O)(=O)c1ccc(NC(=O)c2ccco2)cc1,-14,-25,11,3,1,16,4,0
COc1ccc(C2(c3ccc(OC)cc3)NC(=O)N(CC(=O)NC3CCS(=O)(=O)C3)C2=O)cc1 (stereo unspecified),-6,4,4,-7,-7,-2,-4,-6
CCCSc1nc(NCc2ccco2)c2c3c(sc2n1)COC(C)(CC)C3 (stereo unspecified),-4,-15,9,12,-6,-11,4,1
O=C(c1ccco1)N1CCCC(N2CCN(c3cccc(C(F)(F)F)c3)CC2)C1 (stereo unspecified),-2,21,3,6,34,3,7,4
Cc1cccc(NC(=O)c2cc3c(s2)-c2c(C)cccc2OC3)n1,-2,-83,-6,11,-51,-8,21,14
COc1cccc(/C=C/c2nc(S(=O)(=O)c3ccccc3)c(N(C)C)o2)c1,3,9,-6,19,8,-1,13,24
C#CCOCCOCCOCCNc1nc(N2CCN(C(=O)C([C@@H](C)O)n3cc([C@@H](N)CCCCN)nn3)CC2)nc(N2CCN(C(=O)[C@H](CC(N)=O)n3cc(C(N)[C@@H](C)CC)nn3)CC2)n1 (stereo partly specified),0,-5,-5,-3,-3,-3,21,-3
COC(=O)CN1C(=S)N(c2ccc(OC)cc2)C(=O)/C1=C/c1ccc(N2CCOCC2)cc1,16,x,x,44,-4,x,x,15
O=c1c2ccccc2[nH]c(=S)n1CCN1CCCC1,12,5,8,-4,5,-7,7,9
COc1ccc(S(=O)(=O)NC(C)C(=O)NCc2ccncc2)cc1OC (stereo unspecified),-7,-1,1,5,7,-6,-2,-13
O=S(=O)(c1ccc(F)cc1)N1CCCc2ccccc21,x,-2,7,x,x,-10,-3,x
CC1=C(C(=O)OCc2ccccc2)C(c2ccccc2OS(=O)(=O)c2ccc(C)cc2)NC(=O)N1CCCC(=O)O (stereo unspecified),x,10,6,7,-4,14,-22,x
C[C@H](CO)N1C[C@H](C)[C@@H](CN(C)S(=O)(=O)c2ccc(F)cc2)Oc2ccc(NC(=O)NC3CCCCC3)cc2C1=O,-2,6,10,-7,-1,9,-10,-6
Cc1nn(C2CC(O)C(O)C(CO)O2)c(=O)[nH]c1=O (stereo unspecified),-3,x,x,3,-1,x,x,-7
CCN(CC)C(=O)Cn1cc(C(=O)C(=O)NCCCN2CCOCC2)c2ccccc21,0,2,-14,-6,5,1,1,-1
COc1cc(C=CC(=O)c2cc(OC)c(OC)c(OC)c2)cc(OC)c1OC,2,x,x,17,14,x,x,10
COc1cccc(NC(=O)c2cncs2)c1,2,0,-5,-2,-18,-5,-3,-10
Fc1ccccc1NC(=S)NCc1ccccc1,-2,17,5,13,9,2,3,-23
CC(C)CC(=O)N1CCN(Cc2ccc(C(F)(F)F)cc2)CC1,-7,-13,5,17,-6,3,0,0
CNCc1sccc1C,0,7,5,-5,-2,6,-9,-2
O=C(c1ccccc1)N1N=C(c2ccccc2)CC1c1ccccc1[N+](=O)[O-] (stereo unspecified),1,-22,-19,10,7,-27,-18,4
O=C(COc1ccc([N+](=O)[O-])cc1)NNC(=O)Nc1cccc(F)c1,-1,6,8,6,7,-10,8,2
COc1ccc(-c2c(C)nc3c(-c4ccc(F)cc4)cnn3c2N)cc1,-8,-207,-4,-2,-9,-183,12,-3
Cc1ccc(OCCCCNC2CCCC(C)C2C)c(C)c1 (stereo unspecified),-15,0,1,-9,19,10,24,6
CC1CCC2(CC1)NC(=O)N(CC(=O)Nc1ccc3c(c1)CCC3)C2=O (stereo unspecified),-2,19,-7,6,0,17,7,3
CCOc1ccccc1-n1c(SCC(=O)N2CCCC2)nnc1-c1ccoc1C,5,12,17,9,8,-1,-2,-10
O=C(CN1CCN(c2ccccc2O)CC1)NCCCc1ccccc1,-1,17,-14,0,1,-2,1,-14
COC(=O)c1cc(OC)c(OC)cc1NC(=S)N1CCN(C)CC1,13,16,-6,-3,0,-6,-2,-6
O=C(NCc1ccncc1)Nc1ccc(Cl)cc1Cl,-8,-15,3,-8,3,-12,-7,-2
O=C(Nc1ccccn1)C(F)(F)C(F)(F)C(F)(F)C(F)(F)C(=O)Nc1ccccn1,-10,-17,-20,-10,8,-4,-13,-21
NC(N)=N/N=C(\N=Nc1ccccc1)c1cccc2cccnc12,0,x,x,12,-17,x,x,5
CCOc1ccc(-c2cc(C)n3nc(C(N)=O)cc3n2)cc1,-8,26,7,5,-30,13,4,-3
COc1ccc(NC(=O)CSc2nnc(-c3ccccn3)n2Cc2ccco2)cc1OC,5,-1,-4,3,8,-2,-3,12
COc1ccccc1N(C)S(=O)(=O)c1ccc(Cl)c(C(=O)OCc2c(C)noc2C)c1,-1,8,1,20,15,4,14,25
Cn1cc(Br)c(C(=O)Nc2sc3c(c2C(N)=O)CCCC3)n1,-26,-7,-21,-16,-23,-37,2,6
COC(=O)/C(C#N)=C/c1c(Oc2cccc(C)c2)nc2ccccn2c1=O,-5,12,5,0,-1,-11,4,9
CCCn1c(SCC(=O)Nc2nc(C)c(C(=O)OC)s2)nnc1C(C)C,3,17,12,4,-13,0,-3,1

Pulled one by one from the entries so far:
mol,CXCR6 block,697 NFkB inh,APJ antagonist,CCR6 antagonist,Gli-Sufu block,Jurkat NFkB inh,UBC13 polyUb,EBI2 block
Cc1ccc(OCCCCNC2CCCC(C)C2C)c(C)c1 (stereo unspecified),-15,0,1,-9,19,10,24,6
O=C(CN1CCN(c2ccccc2O)CC1)NCCCc1ccccc1,-1,17,-14,0,1,-2,1,-14
COC(=O)c1cc(OC)c(OC)cc1NC(=S)N1CCN(C)CC1,13,16,-6,-3,0,-6,-2,-6
COc1ccccc1N(C)S(=O)(=O)c1ccc(Cl)c(C(=O)OCc2c(C)noc2C)c1,-1,8,1,20,15,4,14,25
COC(=O)/C(C#N)=C/c1c(Oc2cccc(C)c2)nc2ccccn2c1=O,-5,12,5,0,-1,-11,4,9

High-throughput results as filed in PubChem BioAssay.

Hits appear at their usual frequency; overall some 3% were active at least once.
